Rpn11 inh: Rpn11 (human) deubiquitinase inhibition | O00487 | human 26S proteasome, Ub4-pepOG fluorescence polarization; 20S core pre-blocked with epoxomicin | actives 0.59% (n = 360,000) | calls only at 20 µM;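 active = inhibition at 20 µM, scaled to each plate's controls, above about 33%, limit read from the data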
Target sequence (O00487 whole entry, looked up): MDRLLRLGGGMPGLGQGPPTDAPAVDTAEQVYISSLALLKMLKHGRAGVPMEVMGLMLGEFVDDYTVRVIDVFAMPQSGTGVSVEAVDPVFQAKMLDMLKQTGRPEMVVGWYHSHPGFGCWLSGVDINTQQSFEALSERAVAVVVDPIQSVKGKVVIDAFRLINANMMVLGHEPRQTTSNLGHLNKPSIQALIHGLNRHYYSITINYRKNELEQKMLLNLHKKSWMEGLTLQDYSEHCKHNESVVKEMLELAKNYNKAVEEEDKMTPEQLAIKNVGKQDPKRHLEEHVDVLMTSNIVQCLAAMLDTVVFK
Tb MetRS inh: blocks T. brucei methionyl-tRNA synthetase activity; purified T. brucei MetRS, ATP depletion, Kinase-Glo luminescence; inhibition, % at 11.9 µM; actives 0.4% (n = 360,000);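 active = inhibition above a per-plate cutoff of the control wells' mean inhibition plus 3 SD, cut at about 5.5% in these data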;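 also: 0% = DMSO wells median and 100% = median of wells with control inhibitor compound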
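Material: T. brucei methionyl-tRNA synthetase, purified; reagent: substrates ATP, L-methionine and bulk Escherichia coli tRNA; dosing: 11.9 µM single point; timing: 15 min plus 2 h at 25 °C; detection: luminescence of leftover ATP; evaluation: % inhibition; control set: DMSO-only wells as low control; replicates: singlicate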
MsrA inh: inhibitors of bovine MsrA | purified bovine MsrA, absorbance read-out | inhibition, % at 15.5 µM | actives 0.75% (n = 360,000) | AID 651718; in the data active = inhibition above about 4.5%;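 also: 0% = vehicle wells with enzyme and 100% = reference inhibitor wells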
NadD block: inhibitors of Staphylococcus aureus NadD; purified NadD enzyme, colorimetric absorbance read-out; inhibition, % at 20 µM; actives 0.78% (n = 360,000); in the data active = inhibition above about 26%; also: some compounds past the cut are filed as inactive
DNMT1 block: blocks human DNA methyltransferase DNMT1 | P26358 | DNMT1 molecular beacon, Hinp1I cleavage, fluorescence | inhibition (reported as % activation of signal), % at 10 µM | actives 0.83% (n = 360,000) | AID 588458; in the data active = inhibition above about 50%
CSN deneddyl inh: inhibitors of human CSN-mediated cullin deneddylation. Purified CSN, SCF-Nedd8-OG deneddylation, fluorescence polarization. actives 0.38% (n = 360,000). Q92905. inhibition, % at 12.5 µM. AID 651999;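 active = pattern-corrected inhibition above about 35%, with an unprinted fluorescence ratio check between 0.5 and 1.5, limit read from the data, passing the limit was not always enough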;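 also: 0% = enzyme with substrate and 100% = substrate without enzyme; some results filed as inactive read as strong as hits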
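Material: human Csn5 produced in HEK293T cells; Input: enzyme 0.24 nM; Reagent: SCFSkp2-Nedd8OG substrate at 10 nM final; Dosing: 12.5 µM compound; Incubation: 90 min reaction at room temperature; Detection: fluorescence polarization of the substrate; Evaluation: % inhibition of substrate cleavage by Csn5; Control set: substrate-only high control, full reaction low control.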
SUMO1 PPI mod: SUMO1-SIM interaction modulation | actives 0.33% (n = 360,000) | SUMO1 binding to a labelled peptide, TR-FRET, 1 h | inhibition, % at 20 µM; in the data active = inhibition above about 37%
STEP inh: STEP (human) phosphatase inhibition. actives 0.25% (n = 360,000). AID 588621. recombinant STEP, OMFP fluorogenic substrate, fluorescence. inhibition, % at 20 µM;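 active = inhibition at 20 µM, scaled per plate between control wells, above about 37%, limit read from the data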;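 also: 0% = DMSO with enzyme and substrate and 100% = substrate only without enzyme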
Target sequence (P54829 whole entry, looked up): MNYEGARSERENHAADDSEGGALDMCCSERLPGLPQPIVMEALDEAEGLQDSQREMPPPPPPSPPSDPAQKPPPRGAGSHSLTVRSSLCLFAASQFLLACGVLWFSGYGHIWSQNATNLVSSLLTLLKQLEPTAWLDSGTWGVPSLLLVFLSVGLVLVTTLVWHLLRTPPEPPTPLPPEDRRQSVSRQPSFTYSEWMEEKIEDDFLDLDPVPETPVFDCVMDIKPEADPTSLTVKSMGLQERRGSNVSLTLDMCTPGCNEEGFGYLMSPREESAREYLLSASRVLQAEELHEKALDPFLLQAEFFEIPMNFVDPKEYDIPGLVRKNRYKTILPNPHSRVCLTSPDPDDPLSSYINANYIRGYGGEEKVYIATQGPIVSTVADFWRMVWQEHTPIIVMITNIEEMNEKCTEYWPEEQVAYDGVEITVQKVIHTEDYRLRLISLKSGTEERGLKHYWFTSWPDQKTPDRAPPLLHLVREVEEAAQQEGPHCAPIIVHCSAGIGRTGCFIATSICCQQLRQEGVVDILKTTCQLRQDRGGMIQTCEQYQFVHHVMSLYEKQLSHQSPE
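Material: STEP (striatal-enriched tyrosine phosphatase) enzyme, cell-free; Compound dosing: 20 µM single dose in 1% DMSO; Technique: fluorescence read at 480 nm ex / 540 nm em; Times: reaction 20 min, ambient temperature; Medium: 50 mM Bis-Tris pH 6.0 with 2.5 mM DTT and 0.005% Tween 20; Also added: OMFP at 25 µM.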
Scp-1 inhibitor: blocks human Scp-1 phosphatase activity | Q9GZU7 | Recombinant Scp1, phosphopeptide, malachite green phosphate absorbance | inhibition, % at 20 µM | actives 0.88% (n = 340,000) | AID 493091;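 active = inhibition above about 50% at 20 µM, limit read from the data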;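 also: plate controls were DMSO wells with enzyme for no effect and wells lacking enzyme for full effect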
Target sequence (Q9GZU7 76-261 limits assumed): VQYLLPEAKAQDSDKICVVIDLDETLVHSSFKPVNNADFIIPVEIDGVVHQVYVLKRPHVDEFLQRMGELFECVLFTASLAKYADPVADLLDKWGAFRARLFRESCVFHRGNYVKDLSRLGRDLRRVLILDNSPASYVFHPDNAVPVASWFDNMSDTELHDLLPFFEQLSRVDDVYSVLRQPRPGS
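Material: truncated SCP-1 phosphatase (76-261aa) / Buffer or medium: 50 mM Tris acetate pH 5.5, 0.005% Tween-20, 10 mM MgCl2 / Compound dosing: one concentration, 20 µM, with 1.0% DMSO / Incubation: 45 min room-temperature reaction, 5 min colour, 30 min stabiliser / Detection: colorimetric free-phosphate detection, absorbance 630 nm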
LMPTP inh: blocks human LMPTP phosphatase | P24666 | recombinant LMPTP-A, OMFP fluorogenic substrate, fluorescence intensity | inhibition, % at 20 µM | actives 0.22% (n = 360,000);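 active = compounds that cut the enzyme signal by at least half of the control window in the single-dose screen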;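 also: plate controls were DMSO wells with enzyme plus substrate for no effect and substrate without enzyme for full effect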
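test system = LMPTP-A | amount = 0.625 nM LMPTP-A final | reagent = fluorogenic phosphatase substrate OMFP at 400 µM final | incubation = 50 min at room temperature | benchmarks = no-enzyme low control, uninhibited high control | medium = Bis-Tris pH 6.0, DTT, detergent | signal = fluorescence intensity of OMFP turnover product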
* marks the source's active call; other numbers are inactive results; i = inactive; . = no result given. Compounds as they come; 3.9% or so of the library scored in one or more.

Assay codes – A = Rpn11 inh; B = Tb MetRS inh; C = MsrA inh; D = NadD block; E = DNMT1 block; F = CSN deneddyl inh; G = SUMO1 PPI mod; H = STEP inh; I = Scp-1 inhibitor; J = LMPTP inh
> Nc1ncnc2c1ncn2[C@@H]1O[C@H](CNCc2ccccc2OC2OC(CO)C(O)C(O)C2O)[C@@H](O)[C@H]1O (stereo partly drawn)
  A: i | B: -1.2 | C: 1.1 | D: 2 | E: 4 | F: 0 | G: 1 | H: 0 | I: -1 | J: -0.7

> CCN1CCN(C(=S)c2ccc(-c3ccccc3)cc2)CC1
  A: i | B: -0.7 | C: 0.1 | D: 0 | E: 0 | F: -1 | G: -1 | H: 42* | I: -1 | J: -0.5

> CN(CCOc1ccc(Cl)cc1)Cc1cccc(S(=O)(=O)N(C)C)c1
  A: i | B: -0.9 | C: -2.0 | D: -1 | E: -6 | F: -2 | G: 1 | H: -1 | I: 8 | J: -0.1

> COc1ccc(/C=N/NC(=O)C(=O)NCc2cccnc2)cc1
  A: i | B: 0.4 | C: 3.3 | D: -2 | E: -3 | F: -1 | G: -6 | H: 3 | I: -7 | J: -0.6

> COc1cc(C(=O)NCc2cn3ccccc3n2)cc(OC)c1OC
  A: i | B: -1.7 | C: -0.8 | D: -4 | E: 3 | F: 1 | G: 0 | H: -2 | I: -3 | J: -1.0

> CCCOC(=O)c1c(NC(=O)C2CCCO2)sc(C(=O)OC)c1C (stereo not drawn)
  A: i | B: -1.2 | C: 1.4 | D: -6 | E: 3 | F: 2 | G: 2 | H: 6 | I: -4 | J: 2.6

> Cc1ccc(-c2nn(-c3ccccc3)cc2C2CC(c3ccccc3)=NN2C(=O)CCC(=O)O)cc1 (stereo not drawn)
  A: i | B: -1.1 | C: -0.3 | D: 15 | E: -3 | F: -1 | G: -12 | H: -2 | I: -2 | J: 2.1

> CC(=O)Nc1ccc(SC[C@H](Cc2ccccc2)N2CC[C@@H](C)CCC2=O)cc1
  A: i | B: 0.5 | C: 0.0 | D: -6 | E: -3 | F: 2 | G: 2 | H: 2 | I: -8 | J: 0.6

> CCN(CC)CCNC(=O)c1ccc(NC(=O)COc2ccc3c(c2)CCC3)cc1
  A: i | B: 0.1 | C: -1.6 | D: -7 | E: 0 | F: -2 | G: -19 | H: 0 | I: -7 | J: -5.9

> Cn1nnc(NC(=S)NC(=O)c2ccc(-c3ccc(Br)cc3)o2)n1
  A: i | B: 0.8 | C: 2.6 | D: 6 | E: 2 | F: 4 | G: 9 | H: 0 | I: -4 | J: 4.4

> O=C1C2C3C=CC(CC3)C2C(=O)N1c1ccccc1[N+](=O)[O-] (stereo not drawn)
  A: i | B: -0.3 | C: 2.1 | D: 0 | E: 0 | F: -3 | G: -2 | H: 2 | I: 7 | J: 1.1

> CC(=C/c1ccccc1)/C=N/NC(=O)c1ccc2nc[nH]c2c1
  A: i | B: -0.6 | C: 0.2 | D: -10 | E: -1 | F: -9 | G: -9 | H: -1 | I: 6 | J: -1.8

> CCC(=O)Nc1ccc(C(=O)OCC(=O)c2cccs2)cc1
  A: i | B: -0.4 | C: 0.3 | D: -4 | E: 1 | F: 0 | G: 2 | H: 0 | I: -2 | J: 0.9

> CC(OC(=O)CCC1CCCC1)C(=O)Nc1ccccc1[N+](=O)[O-] (stereo not drawn)
  A: i | B: -0.4 | C: 0.0 | D: -5 | E: 3 | F: -3 | G: -4 | H: 1 | I: -8 | J: 3.1

> CCOC(=O)c1ccc(-c2c(-c3ccccc3OC)sc3ccc(OC)cc23)cc1F
  A: i | B: -0.4 | C: 1.6 | D: 2 | E: 8 | F: -1 | G: -6 | H: -1 | I: 24 | J: 0.6

Ten entries from above in a different format:
Structure	Rpn11 inh	Tb MetRS inh	MsrA inh	NadD block	DNMT1 block	CSN deneddyl inh	SUMO1 PPI mod	STEP inh	Scp-1 inhibitor	LMPTP inh
Nc1ncnc2c1ncn2[C@@H]1O[C@H](CNCc2ccccc2OC2OC(CO)C(O)C(O)C2O)[C@@H](O)[C@H]1O (stereo partly drawn)	i	-1.2	1.1	2	4	0	1	0	-1	-0.7
CCN1CCN(C(=S)c2ccc(-c3ccccc3)cc2)CC1	i	-0.7	0.1	0	0	-1	-1	42*	-1	-0.5
CN(CCOc1ccc(Cl)cc1)Cc1cccc(S(=O)(=O)N(C)C)c1	i	-0.9	-2.0	-1	-6	-2	1	-1	8	-0.1
COc1ccc(/C=N/NC(=O)C(=O)NCc2cccnc2)cc1	i	0.4	3.3	-2	-3	-1	-6	3	-7	-0.6
COc1cc(C(=O)NCc2cn3ccccc3n2)cc(OC)c1OC	i	-1.7	-0.8	-4	3	1	0	-2	-3	-1.0
CCCOC(=O)c1c(NC(=O)C2CCCO2)sc(C(=O)OC)c1C (stereo not drawn)	i	-1.2	1.4	-6	3	2	2	6	-4	2.6
Cc1ccc(-c2nn(-c3ccccc3)cc2C2CC(c3ccccc3)=NN2C(=O)CCC(=O)O)cc1 (stereo not drawn)	i	-1.1	-0.3	15	-3	-1	-12	-2	-2	2.1
CC(=O)Nc1ccc(SC[C@H](Cc2ccccc2)N2CC[C@@H](C)CCC2=O)cc1	i	0.5	0.0	-6	-3	2	2	2	-8	0.6
CCN(CC)CCNC(=O)c1ccc(NC(=O)COc2ccc3c(c2)CCC3)cc1	i	0.1	-1.6	-7	0	-2	-19	0	-7	-5.9
Cn1nnc(NC(=S)NC(=O)c2ccc(-c3ccc(Br)cc3)o2)n1	i	0.8	2.6	6	2	4	9	0	-4	4.4

The list continues.
Each structure is followed by: Rpn11 inh | Tb MetRS inh | MsrA inh | NadD block | DNMT1 block | CSN deneddyl inh | SUMO1 PPI mod | STEP inh | Scp-1 inhibitor | LMPTP inh
- O=C(CN1CCOCC1)Nc1ccc(Cl)cn1
  i | -0.4 | 0.9 | -1 | -3 | 4 | -3 | 2 | -5 | -1.7
- CCOC(=O)C1=C(C(=O)OCC)N(Cc2ccccc2)CCC1=O
  i | -0.7 | 1.3 | -1 | 0 | 4 | -3 | 0 | -14 | -2.3
- CCOC(=O)c1cc(C#N)c(SC(C)C(=O)NC2CCCCC2)nc1C (stereo not drawn)
  i | -0.2 | 0.2 | 2 | 9 | -3 | -7 | 3 | -8 | -1.4
- CC1CC(C)CN(C(=O)CSc2nnc(-c3ccc(F)cc3)o2)C1 (stereo not drawn)
  i | -0.4 | 0.7 | -2 | 0 | -4 | 10 | -2 | -8 | 1.1
- O=C(CNS(=O)(=O)c1c(Cl)cccc1Cl)OCC(=O)c1ccc[nH]1
  i | 0.0 | -0.8 | 0 | 24 | 3 | 6 | -2 | 19 | 16
- CCOC(=O)c1oc2ccc(S(=O)(=O)N3CCOCC3)cc2c1C
  i | -0.5 | 0.3 | -4 | -3 | -8 | 1 | 0 | 1 | 0.4
- Cc1cccc(NC(=O)c2cc(=O)[nH]c3ccccc23)c1
  i | -0.6 | 0.9 | -1 | -14 | -1 | 0 | 2 | -4 | -0.1
- O=C(NCc1ccc2c(c1)OCO2)C1CC(=O)N(C2CCCCCC2)C1 (stereo not drawn)
  i | -0.1 | 0.1 | -3 | 0 | -3 | 1 | -2 | -3 | 0.0
- Cc1noc(C)c1COc1ccccc1C(=O)N(C)CC(=O)Nc1ccc(F)cc1
  i | -0.3 | 0.6 | -1 | 0 | 4 | -1 | 2 | -1 | -1.7
- CCCC(=O)Nc1sc(C)c(C)c1C#N
  i | 0.1 | -0.8 | -2 | 2 | -6 | 1 | -1 | -1 | -0.5
- CCOC(=O)N1CCC(N2CCCC(CO)(Cc3cccc(Cl)c3)C2)CC1 (stereo not drawn)
  i | 0.0 | 0.3 | 2 | -2 | 5 | 2 | 2 | -11 | -2.0
- O=C1C(=Cc2cccn2-c2ccccc2)C(=O)c2ccccc21
  i | 0.6 | -1.0 | 3 | 4 | 17 | -7 | -6 | -1 | 4.2
- Cc1ccc(S(=O)(=O)N2CCOCC2)cc1NC(=O)COc1ncnc2ccccc12
  i | -1.2 | 0.6 | 0 | 2 | -13 | -3 | -4 | 7 | -2.1
- Cc1ccc(S(=O)(=O)n2nc(C)c(S(=O)(=O)N3CCCCC3)c2C)cc1
  i | 0.1 | -0.3 | 0 | 0 | 5 | 2 | -4 | -5 | -3.0
- CCCCc1c(C)nc2ccc(C(=O)OCC)cc2c1Cl
  i | 0.2 | -1.1 | 2 | 1 | -12 | 2 | -2 | -5 | 0.8
- CCOC(=O)[C@]12CCC=C1N(Cc1ccc3c(c1)OCO3)C(=O)[C@H](CC(=O)NCc1cccc3ccccc13)C2
  . | -1.1 | 2.3 | 3 | . | -1 | -1 | . | . | 3.7
- O=[N+]([O-])c1cc(S(=O)(=O)N2CCCC2)ccc1O
  i | -0.4 | 1.4 | -6 | 5 | -9 | -4 | 2 | 3 | -0.9
- COc1ccc2c(Cl)c(-c3nnc4n3CCCCC4)sc2c1
  i | -0.3 | -0.5 | 7 | -1 | -4 | -4 | -2 | 1 | -1.3
- C=CCOc1ccc(/C=N/NC(=O)c2cc3c(OC)cc(OC)cc3[nH]2)cc1
  i | -0.6 | 2.7 | 12 | -11 | 1 | 16 | 11 | -7 | 4.0
- Cc1cc(C(=O)OCC(=O)Nc2cc(C)on2)c2ccccc2n1
  i | -1.7 | 0.1 | 12 | 2 | 0 | -5 | 2 | 0 | 0.6
- CC1CC(C)CN(c2ncnc3c2cnn3Cc2ccc(Cl)cc2)C1 (stereo not drawn)
  i | 0.3 | 0.7 | 11 | -4 | -6 | 1 | 10 | -2 | 3.3
- OCCCNc1c2c(nc3cc(-c4ccc(Cl)cc4)nn13)CCC2
  i | -1.1 | 0.4 | 1 | -6 | -9 | 0 | -1 | 2 | 2.6
- Cc1cccc(NS(=O)(=O)c2ccc(C)c(C(=O)N(C)C)c2)c1
  i | -0.3 | -0.4 | -1 | 5 | -4 | 5 | -2 | -7 | -1.1
- CN(C)S(=O)(=O)n1cc(/C=C(\NC(=O)c2ccccc2F)C(=O)NCCN2CCOCC2)c2ccccc21
  i | -0.1 | 1.1 | -5 | 0 | -1 | -9 | 1 | . | -0.8
- Cc1noc(NS(=O)(=O)c2ccc(NC(=O)CSc3ncccn3)cc2)c1C
  i | -0.2 | 2.0 | -1 | 4 | -1 | 4 | -3 | -9 | -0.9
- O=C(NCCN1CCN(C(=O)c2cc3ccccc3oc2=O)CC1)c1cc2ccccc2oc1=O
  i | -1.4 | 1.3 | -2 | 2 | -1 | -20 | 0 | 8 | -1.7

Bioassay records: PubChem BioAssay, several laboratories
